From PubChem
GASC1 inh: blocks human GASC-1 (KDM4C) demethylase activity. GST-KDM4C 2-372, H3K9me3 peptide, LANCE TR-FRET. AID 720574. inhibition, % at 12.5 µM. 96,000 tested, 0.15% active. Q9H3R0;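 active = mean replicate inhibition above about 25%, with at least 55% of replicates also reaching it, limit read from the data, passing the limit was not always enough; inconclusive = only one of those two conditions met; inactive = neither condition met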
Target sequence (Q9H3R0 2-372 limits assumed): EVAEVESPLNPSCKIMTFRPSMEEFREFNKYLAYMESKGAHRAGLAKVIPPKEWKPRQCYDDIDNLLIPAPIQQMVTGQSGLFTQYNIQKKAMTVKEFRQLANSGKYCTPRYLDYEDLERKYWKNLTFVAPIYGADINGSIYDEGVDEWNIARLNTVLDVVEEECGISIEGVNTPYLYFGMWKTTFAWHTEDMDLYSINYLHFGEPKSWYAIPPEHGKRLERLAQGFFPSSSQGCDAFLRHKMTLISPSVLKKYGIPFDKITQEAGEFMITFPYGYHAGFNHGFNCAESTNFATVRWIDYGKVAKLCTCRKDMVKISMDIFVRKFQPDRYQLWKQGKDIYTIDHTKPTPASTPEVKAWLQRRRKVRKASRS
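Test system: N-terminal GST-fused human GASC-1 (KDM4C) fragment, residues 2-372; quantity: GASC-1 enzyme at 10 nM final in reaction; dosing: single dose; schedule: 30 min demethylation and 1 h detection at room temperature; signal: LANCE TR-FRET, excitation 340 nm, emissions 618 and 671 nm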
T cruzi growth: T. cruzi proliferation inhibition; T. cruzi beta-gal in NIH3T3, GalScreen luminescence, 90 h; inhibition, % at 8.34 µM; 77,000 tested, 5.9% active; AID 624255;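 active = mean inhibition above about 93%, with at least 55% of replicates each passing it, limit read from the data, passing the limit was not always enough; inconclusive = only one of those two conditions holds; inactive = neither condition holds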
C diff growth: inhibitors of Clostridium difficile growth | growth activity, negative = inhibition, % at 16 µg/mL (by protocol) | 86,000 tested, 0.25% active | Clostridium difficile clinical isolate growth, OD600, 24 h; active compounds read low;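 active = mean growth activity at or below -80% and every replicate also at or below -80%; inconclusive = mean at or below -80% but some replicate above -80%; inactive = mean growth activity above -80%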;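 note: 0% = DMSO wells and -100% = levofloxacin 16 µg/mL wells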
Pf Dd2 growth: inhibitors of Plasmodium falciparum Dd2 growth; activity change, % at 10 µM; 94,000 tested, 2.3% active; P. falciparum Dd2 growth, SYBR Green, 72 h; active compounds read low; in the data active = activity change below about -80%; inconclusive = no clear call, values can overlap the other calls
Starred values were filed as active, the others as inactive; & = joins results of further samples. Rows were taken by chance (roughly 7.3% active in at least one column).

Results for Cc1ccc(S(=O)(=O)Nc2ccc3c(c2)C(=O)N([C@H](C)CO)C[C@H](C)[C@@H](CN(C)C(=O)Nc2cccc4ccccc24)OCCCC[C@H](C)O3)cc1 ?
GASC1 inh: -0.7; T cruzi growth: 99*; C diff growth: -1; Pf Dd2 growth: -72

What do the screens show for `C[C@@H]1CN([C@H](C)CO)C(=O)c2cc(C#CC(C)(C)O)cnc2O[C@H]1CN(C)C(=O)CN(C)C`?
GASC1 inh: 0.3; T cruzi growth: 24; C diff growth: 3; Pf Dd2 growth: 34

How did O=C(CN1CCOCC1)N1CCCCN2[C@H](CO)[C@@H](c3ccc(C#Cc4ccccc4F)cc3)[C@H]2C1 do in these assays?
GASC1 inh: 0.6; T cruzi growth: 110*; C diff growth: 2; Pf Dd2 growth: -8

What do the screens show for `C[C@@H]1CN([C@@H](C)CO)C(=O)c2cccc(NC(=O)c3cnccn3)c2O[C@H]1CN(C)S(=O)(=O)c1cn(C)cn1`?
GASC1 inh: -0.5; T cruzi growth: 11; C diff growth: 0; Pf Dd2 growth: -3

What do the screens show for `Cc1ccc(S(=O)(=O)N(C)C[C@@H]2Oc3c(NC(=O)Nc4ccccc4)cccc3C(=O)N([C@@H](C)CO)C[C@@H]2C)cc1`?
GASC1 inh: -1.5; T cruzi growth: 19; C diff growth: 7; Pf Dd2 growth: -1

Results for CO[C@H]1CN(C)C(=O)c2cc(C#N)ccc2OCC[C@@H]2CC[C@@H](OC)[C@@H](CN(C)C(=O)[C@@H]1C)O2 ?
GASC1 inh: 1.1; T cruzi growth: 34&25; C diff growth: -9&-6

How did CC(=O)N1[C@H](C(=O)NCCCN(C)C)[C@@H](CO)[C@@H]2Cn3c(ccc(-c4cccc(F)c4)c3=O)[C@@H]21 do in these assays?
GASC1 inh: 1.8; T cruzi growth: -100; C diff growth: -8

How did C[C@H](CO)N1C[C@H](C)[C@H](CN(C)C(=O)Nc2ccc3c(c2)OCO3)Oc2ccc(NC(=O)NC3CCCCC3)cc2C1=O do in these assays?
GASC1 inh: 0.9; T cruzi growth: -132; C diff growth: 2; Pf Dd2 growth: 40

How did C[C@@H]1CN([C@@H](C)CO)C(=O)c2cc(/C=C/c3ccccc3)cnc2O[C@H]1CN(C)C(=O)NC1CCCCC1 do in these assays?
GASC1 inh: -4.4; C diff growth: 6; Pf Dd2 growth: inconclusive

How did C[C@@H]1CN([C@H](C)CO)C(=O)Cc2cc(NC(=O)Nc3ccc(C(F)(F)F)cc3)ccc2O[C@@H]1CN(C)Cc1ccc(C(=O)O)cc1 do in these assays?
GASC1 inh: 2.8; T cruzi growth: -19; C diff growth: 1; Pf Dd2 growth: 24

Results for O=C(Cc1ccncc1)NCC[C@H]1CC[C@H](NC(=O)C2CC2)[C@H](CO)O1 ?
GASC1 inh: 1.5; C diff growth: -2; Pf Dd2 growth: 5

How did Cc1noc(C)c1NC(=O)N(C)C[C@H]1Oc2ccc(NS(=O)(=O)c3cccs3)cc2CC(=O)N([C@H](C)CO)C[C@@H]1C do in these assays?
GASC1 inh: -1.1; T cruzi growth: -18; C diff growth: -6; Pf Dd2 growth: 18

Results for COc1ccc(NC(=O)Nc2ccc3c(c2)CC(=O)N([C@@H](C)CO)C[C@H](C)[C@H](CN(C)Cc2ccc(Oc4ccccc4)cc2)O3)cc1 ?
GASC1 inh: -0.1; T cruzi growth: 1; C diff growth: 7; Pf Dd2 growth: 8

What do the screens show for `C[C@H]1CN([C@@H](C)CO)C(=O)Cc2cc(NC(=O)Nc3cccc4ccccc34)ccc2O[C@@H]1CN(C)S(=O)(=O)c1ccc(F)cc1`?
GASC1 inh: -0.6; T cruzi growth: 13; C diff growth: -18; Pf Dd2 growth: 0

How did C[C@@H]1CN([C@@H](C)CO)C(=O)Cc2cc(NC(=O)Cc3ccccc3)ccc2O[C@H]1CN(C)CC1CC1 do in these assays?
GASC1 inh: 0.2; T cruzi growth: -6; C diff growth: 2; Pf Dd2 growth: -4

How did COc1ccc2c3c(n(C)c2c1)[C@H](CO)N(C(=O)Cc1ccccn1)CC31CN(Cc2ccccn2)C1 do in these assays?
GASC1 inh: -0.4; C diff growth: 1; Pf Dd2 growth: -24

How did C[C@H](CO)N1C[C@H](C)[C@@H](CN(C)C(=O)C2CCCCC2)OCc2cnnn2CCCC1=O do in these assays?
GASC1 inh: 0.4; T cruzi growth: 0&28; Pf Dd2 growth: 25&-44

Results for CC(C)NC(=O)Nc1ccc2c(c1)C(=O)N([C@@H](C)CO)C[C@H](C)[C@H](CN(C)S(=O)(=O)c1cn(C)cn1)OCCCC[C@H](C)O2 ?
GASC1 inh: -0.1; T cruzi growth: -30; C diff growth: -1; Pf Dd2 growth: 18

Results for CCC(=O)Nc1ccc2c(c1)OC[C@@H](C)N(C(=O)CN(C)C)C[C@H](C)[C@H](OC)CN(C)C2=O ?
GASC1 inh: 0.0; T cruzi growth: -7; Pf Dd2 growth: 16

What do the screens show for `O=C(CC1CC1)N1CC(=O)N2[C@@H](CO)[C@@H](c3ccc(-c4ccccc4)cc3)[C@@H]2C1`?
GASC1 inh: 1.0; C diff growth: 29; Pf Dd2 growth: -46

Results for C/C=C/c1ccc2c(c1)O[C@@H](CN(C)C(=O)C1CCOCC1)[C@@H](C)CN([C@@H](C)CO)S2(=O)=O ?
GASC1 inh: 2.7; T cruzi growth: 4; C diff growth: 2; Pf Dd2 growth: 23

What do the screens show for `C[C@@H]1CCCCO[C@@H](CN(C)Cc2ccc(C(=O)O)cc2)[C@@H](C)CN([C@@H](C)CO)C(=O)c2cc(NC(=O)NC3CCCCC3)ccc2O1`?
GASC1 inh: -0.8; T cruzi growth: -5; C diff growth: 1; Pf Dd2 growth: 17

What do the screens show for `C[C@@H]1CN([C@@H](C)CO)C(=O)Cc2cc(NC(=O)CCN3CCOCC3)ccc2O[C@H]1CN(C)S(=O)(=O)c1cccs1`?
GASC1 inh: -0.1; T cruzi growth: 31; C diff growth: 1; Pf Dd2 growth: -19

What do the screens show for `CN(C)CC(=O)N1[C@H](C#N)[C@@H](c2ccccc2-c2cccc(C(=O)N(C)C)c2)[C@H]1CO`?
GASC1 inh: -1.1; C diff growth: 34; Pf Dd2 growth: 16

Results for C[C@H](CO)N1C[C@H](C)[C@H](CN(C)C(=O)NC2CCCCC2)Oc2cc(C#Cc3ccc(F)cc3)ccc2S1(=O)=O ?
GASC1 inh: -1.4; T cruzi growth: 54; C diff growth: -18; Pf Dd2 growth: -57

How did COc1ccccc1-c1cn(CC[C@H]2CC[C@@H](NC(=O)C3CCC3)[C@@H](CO)O2)nn1 do in these assays?
GASC1 inh: 5.6; C diff growth: 0; Pf Dd2 growth: 12

Results for C[C@H](CO)N1C[C@H](C)[C@H](CN(C)C(=O)Nc2ccc(C(F)(F)F)cc2)Oc2c(NC(=O)Nc3ccc4c(c3)OCO4)cccc2C1=O ?
GASC1 inh: -1.1; T cruzi growth: 91; C diff growth: 5; Pf Dd2 growth: -21

Results for C[C@@H]1CN([C@H](C)CO)S(=O)(=O)c2ccc(-c3cccc(C(=O)N(C)C)c3)cc2O[C@@H]1CN(C)C(=O)Cc1ccccn1 ?
GASC1 inh: 1.5; C diff growth: -1; Pf Dd2 growth: 19

Results for CC(C)NC(=O)N1[C@@H]2CN(C(=O)c3ccccn3)c3ccccc3[C@@H]2[C@@H]1CO ?
GASC1 inh: -0.7; T cruzi growth: 44; C diff growth: 3; Pf Dd2 growth: 6

What do the screens show for `CCCC(=O)N1CC2(CCN(CC3CCCC3)CC2)c2c([nH]c3cc(OC)ccc23)[C@H]1CO`?
GASC1 inh: -0.2; C diff growth: -2; Pf Dd2 growth: -50

How did CC(C)C#Cc1ccc2c(c1)O[C@H](CN(C)Cc1cncnc1)[C@H](C)CN([C@@H](C)CO)S2(=O)=O do in these assays?
T cruzi growth: 21; C diff growth: -3; Pf Dd2 growth: 5

What do the screens show for `C[C@@H]1CN([C@@H](C)CO)C(=O)c2cc(NS(=O)(=O)c3ccc(Cl)cc3)ccc2O[C@H]1CN(C)C`?
GASC1 inh: -0.7; C diff growth: 2; Pf Dd2 growth: 6

What do the screens show for `N#Cc1cccc(-c2ccc([C@@H]3[C@H](CO)N4CCCCN(S(=O)(=O)c5ccccc5)C[C@@H]34)cc2)c1`?
GASC1 inh: -0.4; T cruzi growth: 32; C diff growth: 5; Pf Dd2 growth: -38

Results for C/C=C/c1ccc([C@@H]2[C@H](CO)N(C(=O)CN(C)C)C23CN(C(=O)C2CCOCC2)C3)cc1 ?
GASC1 inh: 2.3; C diff growth: -2; Pf Dd2 growth: 5

Results for C[C@H](CO)N1C[C@H](C)[C@H](CN(C)S(=O)(=O)c2ccc(Cl)cc2)Oc2c(NS(=O)(=O)c3ccc(F)cc3)cccc2C1=O ?
GASC1 inh: -0.5; T cruzi growth: 13; C diff growth: -19; Pf Dd2 growth: -38

How did COc1cccc(NC(=O)C[C@@H]2CC[C@@H]3[C@@H](COc4ccc(NC(=O)C5CCCCC5)cc4C(=O)N3C)O2)c1 do in these assays?
GASC1 inh: 1.7; T cruzi growth: 28; C diff growth: 1; Pf Dd2 growth: -52

How did C[C@@H]1CCCCO[C@@H](CN(C)Cc2ccc(C(=O)O)cc2)[C@H](C)CN([C@@H](C)CO)C(=O)c2cc(NS(=O)(=O)c3ccccc3)ccc2O1 do in these assays?
GASC1 inh: 1.4; T cruzi growth: 12; Pf Dd2 growth: 28

Results for COc1ccc(NC(=O)N(C)C[C@@H]2Oc3ncc(C4=CCCC4)cc3C(=O)N([C@H](C)CO)C[C@@H]2C)cc1 ?
GASC1 inh: 1.4; T cruzi growth: 28; C diff growth: -5; Pf Dd2 growth: 7

How did O=C(CC1CC1)N1[C@@H](CO)[C@@H]2c3ccccc3N(S(=O)(=O)c3ccccc3F)C[C@@H]21 do in these assays?
GASC1 inh: 2.3; T cruzi growth: 19; C diff growth: 2; Pf Dd2 growth: 29

How did CCCc1cn(CC[C@@H]2CC[C@@H](NC(=O)C3CCCCC3)[C@H](CO)O2)nn1 do in these assays?
GASC1 inh: -1.7; T cruzi growth: 3; Pf Dd2 growth: -11

Results for CN(C)Cc1cn(CC[C@@H]2CC[C@@H](N)[C@H](CO)O2)nn1 ?
GASC1 inh: 3.0; T cruzi growth: -25; Pf Dd2 growth: 18

Results for Cc1noc(C)c1NC(=O)Nc1cccc2c1O[C@H](CN(C)S(=O)(=O)c1ccc(F)cc1)[C@@H](C)CN([C@H](C)CO)C2=O ?
GASC1 inh: -1.2; T cruzi growth: 56; C diff growth: -2; Pf Dd2 growth: 41

How did COc1ccc(-c2ccc([C@H]3[C@@H](C#N)N(C(=O)c4cccc(F)c4)[C@@H]3CO)cc2)cc1 do in these assays?
GASC1 inh: -3.3; T cruzi growth: 94; C diff growth: 8; Pf Dd2 growth: -20

What do the screens show for `O=C(NC[C@H]1[C@@H](c2ccccc2)[C@@H](CO)N1C(=O)C1CC1)NC1CCCC1`?
GASC1 inh: 0.0; T cruzi growth: 1; C diff growth: -2; Pf Dd2 growth: 4

What do the screens show for `C[C@@H]1CN([C@@H](C)CO)S(=O)(=O)c2ccc(C#CC3CC3)cc2O[C@H]1CN(C)Cc1ccccn1`?
GASC1 inh: 2.4; T cruzi growth: inconclusive; C diff growth: -6; Pf Dd2 growth: -37

How did C[C@@H]1CN([C@@H](C)CO)C(=O)Cc2cc(NC(=O)Nc3ccc(F)cc3)ccc2O[C@@H]1CN(C)Cc1ccc(-c2ccccc2)cc1 do in these assays?
GASC1 inh: -1.3; T cruzi growth: 91; C diff growth: 5; Pf Dd2 growth: 19

What do the screens show for `COCC#Cc1ccc([C@@H]2[C@@H](CO)N3C(=O)CN(C(=O)c4cccnc4)C[C@H]23)cc1`?
GASC1 inh: -1.1; C diff growth: 21; Pf Dd2 growth: 11

How did O=C(C[C@@H]1C[C@@H]2c3cc(NS(=O)(=O)c4ccc(F)cc4)ccc3O[C@@H]2[C@H](CO)O1)NCCc1ccccc1 do in these assays?
GASC1 inh: 5.7; C diff growth: -8; Pf Dd2 growth: -20
